# ARNT TACC3 PPI – disrupts binding between human ARNT and TACC3; Q9Y6A5; AlphaScreen His-ARNT PAS-B/GST-TACC3 binding, luminescence; TACC3 fragment carries E629A point mutation; inhibition, % at 9.99 µM; 0.66% of 390,000 active;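 active = mean inhibition of replicates at least 50% and at least half of replicates each reaching 50%; inconclusive = half or more replicates reach 50% but mean below 50%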;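 also: 0% = complete ARNT plus TACC3 wells and 100% = ARNT alone without TACC3; many hits fall short of the cut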
# F508del corr – correctors of CFTR F508del function in bronchial epithelial cells; activity (quench increase), % at 7.58 µM; CFBE cells, YFP halide quenching; stimulated with forskolin plus potentiator P3; % fluorescence drop versus neutral controls; 0.36% of 350,000 active;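 active = mean added fluorescence quench of at least 8% versus neutral control, with both replicates also reaching 8%; inconclusive = only one of the mean or replicate conditions met; inactive = mean below 8% and not both replicates reaching 8%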;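 also: cells transiently co-express mutant CFTR-F508del with the halide-sensitive YFP; corrector assay measuring rescue of mutant channel to the surface after 24 h compound exposure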
# GSIS activator – primary screen for activators of insulin secretion dependent on glucose, INS-1E cells, GLuc reporter luminescence; INS-1E GLuc reporter insulin secretion, 2-3 h; activation, % at 16.6 µM; 0.61% of 370,000 active; AID 743287;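 active = lowest replicate activation of at least 40%, so every replicate reaches that level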;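 also: 0% = median of neutral control wells and 100% = median of IBMX positive control wells; some compounds called inactive have numbers as strong as hits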
# DENV2 CPE rescue – inhibitors of DENV2 cytopathic effect | DENV2-infected cells, cytopathic effect rescue, plate reader | CPE inhibition, % at 9.99 µM | AID 651640 | 1.7% of 350,000 active; in the data active = CPE inhibition above about 20%, passing the limit was not always enough; inconclusive = no clear call, values can overlap the other calls; tested in BHK-21 cells;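 also: 0% = median of neutral control wells and 100% = median of positive control wells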
# EWS-Fli block – EWS/Fli transcriptional activity inhibition; A673 NR0B1-luciferase reporter, viability-normalised; inhibition, % at 12.6 µM; 0.67% of 350,000 active; AID 651661;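 active = mean inhibition of at least 50% after viability correction, with every replicate also passing that limit; inconclusive = mean reaches 50% but only one of two replicates passes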;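 also: firefly luciferase signal divided by Alamar Blue viability fluorescence both relative to DMSO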
# ERp5 inh – inhibitors of human ERp5; Q15084; ERp5 insulin aggregation, absorbance 650 nm, 90 min; inhibition, % at 9.99 µM; 0.05% of 350,000 active;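 active = mean replicate inhibition above about 25%, with every replicate also reaching it, limit read from the data, passing the limit was not always enough; inconclusive = only one of those two criteria met; inactive = neither criterion met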
# Target sequence (Q15084 whole entry, looked up): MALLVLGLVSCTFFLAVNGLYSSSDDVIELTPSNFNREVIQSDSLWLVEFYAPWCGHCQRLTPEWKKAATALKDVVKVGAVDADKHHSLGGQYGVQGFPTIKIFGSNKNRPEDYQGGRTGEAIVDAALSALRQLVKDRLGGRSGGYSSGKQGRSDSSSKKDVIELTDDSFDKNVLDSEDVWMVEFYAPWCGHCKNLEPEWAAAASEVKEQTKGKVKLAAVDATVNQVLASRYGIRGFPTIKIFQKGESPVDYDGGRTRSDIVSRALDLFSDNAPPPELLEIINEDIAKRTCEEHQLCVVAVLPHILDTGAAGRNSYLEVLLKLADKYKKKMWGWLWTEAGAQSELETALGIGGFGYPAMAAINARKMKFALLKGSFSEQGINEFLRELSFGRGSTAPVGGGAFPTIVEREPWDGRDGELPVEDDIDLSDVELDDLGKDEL
# PAX8 inh HTS – inhibitors of PAX8 transcriptional activity in RMG-I cells; RMG-I TPO-luciferase reporter, SteadyGlo, 24 h; inhibition, % at 12.6 µM; 1.2% of 360,000 active; AID 652154;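 active = mean replicate inhibition at least 60% with every replicate also reaching 60%; inconclusive = only one of the two criteria is met; inactive = mean below 60% and not all replicates reaching 60%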;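 also: luciferase light reporting Pax8 driven TPO promoter activity; plate controls were median of neutral control wells for no effect and mitoxantrone controls for full effect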
# Xi reactivation – activators of X-chromosome reactivation in mouse fibroblasts | XiGFP mouse fibroblasts, % GFP-positive cells imaging, 3 d; cells co-treated with 5-aza-dC sensitizer; scaled so ellipticine positive control = 100% | activation, % at 7.58 µM | 0.055% of 360,000 active;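 active = mean normalized replicate activation at least 10% and every replicate at or above 10%; inconclusive = only one of the two criteria met; inactive = mean below 10% and not all replicates reach 10%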;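 also: 0% = median of on-plate neutral control wells and 100% = ellipticine 6 µM median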
#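 System: XiGFP fibroblasts, SV40-immortalized. Medium: DMEM plus 5-aza-dC sensitizer. Doses: single point. Timing: 3 d treatment, 15 min room-temperature fixation. Control set: ellipticine 6 µM.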
# * marks the source's active call; other numbers are inactive results; ? = inconclusive; nt = not tested or not shown; & = joins results of further samples.
# A first look:
SMILES,ARNT TACC3 PPI,F508del corr,GSIS activator,DENV2 CPE rescue,EWS-Fli block,ERp5 inh,PAX8 inh HTS,Xi reactivation
Cc1nc(N2CCC(C)CC2)c2c(C)c(C(=O)Nc3cc(F)ccc3C)sc2n1,-3,0.9,-3,-5,-3,-2,-9,0.2
Cc1ccc(-c2ccc3c(c2)O[C@@H](CN(C)Cc2cncnc2)[C@@H](C)CN([C@H](C)CO)S3(=O)=O)cc1,nt,2.2,-10,0,-11,-2,14,-0.4

# All compounds of this part, from the start:
SMILES,ARNT TACC3 PPI,F508del corr,GSIS activator,DENV2 CPE rescue,EWS-Fli block,ERp5 inh,PAX8 inh HTS,Xi reactivation
Cc1nc(N2CCC(C)CC2)c2c(C)c(C(=O)Nc3cc(F)ccc3C)sc2n1,-3,0.9,-3,-5,-3,-2,-9,0.2
Cc1ccc(-c2ccc3c(c2)O[C@@H](CN(C)Cc2cncnc2)[C@@H](C)CN([C@H](C)CO)S3(=O)=O)cc1,nt,2.2,-10,0,-11,-2,14,-0.4
Cc1ccc(Nc2ccc(S(=O)(=O)N3CCOCC3)cc2[N+](=O)[O-])cc1C,-9,nt,-16,nt,nt,nt,25,0.0
CCS(=O)(=O)Nc1ccc2c(c1)C(=O)N(C)C[C@H](OC)[C@@H](C)CN(C(=O)C1CCC1)[C@@H](C)CO2,-10,-1.3,nt,5,3,-9,-12,nt
Cc1ccc(S(=O)(=O)N(C)C)cc1NC(=O)c1ccc(-n2cncn2)c([N+](=O)[O-])c1,6,-2.2,-4,1,-12,-4,2,0.1
C[C@@H]1CN([C@H](C)CO)C(=O)Cc2cc(NC(=O)CCC(F)(F)F)ccc2O[C@@H]1CN(C)CC1CC1,-4,-0.8,-2,-4,-8,4,-1,-0.1
COc1cc(OC)cc(C(=O)Nc2nc(CC(=O)NCc3ccc(F)cc3)cs2)c1,5,1.9,-38,-6,25,-4,25,0.0
C/C=C/C=C\C(=O)Nc1cccc(C2=NOC3(C2)C[C@H](C(N)=O)N(C(=O)/C=C/C)C3)c1 (stereo partly drawn),-1,-1.9,-3,nt,-7,-5,2,0.1
CCOc1ccc(CN2CCSCC2)cc1,-5,-11,-6,3,-4,2,15,0.0
COc1cc(Br)c(-c2sc(Nc3ccccc3)n[n+]2-c2ccccc2)cc1OC,-2,-2.1,-15,-7,6,0,-11,0.1
O=C(c1ccc(C(F)(F)F)cc1)n1ccc(-c2cccs2)n1,-3,-0.3,9,-3,-11,2,10,0.1
Cc1nc(C)c(C(=O)NCCC(c2ccccc2)c2ccccc2)o1,-2,1.4,-3,8,9,2,22,0.3
Cc1cccc(C)c1Nc1c(-c2ccccc2O)nc2ncccn12,30,2.8,13,4,12,3,13,0.0
Cc1cccc(C(=O)NCC(=O)N(C)CC(=O)Nc2ccc(N3CCOCC3)cc2)c1,-1,2.4,5,-9,-19,7,10,0.0
O=C(O)CN(CC(=O)O)CC(=O)O,65*,-0.9,17,-2,-11,2,-7,0.1
CCCc1cc(=O)[nH]c(SCC(=O)Nc2nc(-c3ccccc3)cs2)n1,-2,1.9,17,4,17,1,14,0.0
Nc1c(-c2ccccc2)c(CSc2nc3ccccc3[nH]2)nn1-c1ccc(C(=O)O)cc1,-3,2.7,4,nt,0,3,15,0.2
CC(C)CC(=O)Nc1nnc(S(=O)(=O)N2CCCCCC2)s1,-6,0.3,1,2,9,3,-1,0.0
COC(=O)c1cnc(N2CCOCC2)nc1C(F)(F)F,-1,2.7,12,2,3,1,-1,-0.1
COc1ccccc1-c1ccc2c(c1)[C@@H]1[C@@H](CCN1S(=O)(=O)c1ccccc1F)[C@H](CO)N2,25,1.5,22,8,18,-2,81*,-0.1
CCCCN(CCO)CCCC,nt,-1.5,8,6,1,-2,nt,nt
C[C@H]1CN([C@@H](C)CO)C(=O)Cc2cc(NC(=O)Nc3cccc4ccccc34)ccc2O[C@@H]1CN(C)Cc1ccncc1,5,-1.5,-29,6,nt,-1,18,0.0
COc1ccccc1C(=O)OCC(=O)Nc1cccc(S(=O)(=O)N2CCCC2)c1,3,1.8,-8,3,-19,0,10,-0.2
CSc1cccc(CN2CCC(Oc3ccc(C(=O)N4CCCCC4)cc3)CC2)c1,-26,-7.5,-35,-1,nt,9,14,0.0
O=C1NC(Cc2ccc(O)cc2)c2nc3cc(Cl)ccc3c(=O)n2-c2ncccc21 (stereo not drawn),nt,-0.5,0,-1,-19,-2,11,0.0
Cc1ccc(S(=O)(=O)N(C)C[C@@H]2Oc3c(NC(=O)c4ccc(-c5nccs5)cc4)cccc3C(=O)N([C@@H](C)CO)C[C@@H]2C)cc1,5,2.4,13,4,-6,9,95*,-0.8
C[C@H]1CN([C@@H](C)CO)C(=O)c2cc(-c3ccncc3)cnc2O[C@@H]1CN(C)C(=O)c1ccccc1F,-3,0.8,5,-2,-3,-5,-19,0.0
CC(C)NC(=O)N1[C@H](CO)[C@@H](c2ccccc2-c2ccc(F)cc2)[C@@H]1C#N,nt,0.8,-3,-5,6,3,nt,0.1
CC(C)(C)C1CCC(=NNc2nc3ccccc3[nH]2)CC1 (stereo not drawn),20,0.7,-23,?,-37,-2,-2,0.0
O=C(C1CC1)N1[C@H](CO)[C@H]2c3ccccc3NC[C@H]21,nt,-1.2,-1,3,-7,-3,-15,0.0
COc1ccc2oc(C(=O)NC(C)(C)C)c(C)c2c1,-8,-1.1,3,-1,-77,-3,-154,0.0
O=C1c2ccccc2-c2nnc(-c3ccc(F)cc3)cc21,0,-1.3,2,-5,45,-3,-121,0.1
COCCNc1nc2cc(-c3cccc(C(F)(F)F)c3)sc2c(=O)n1C,nt,-1.0,nt,-5,-4,4,12,0.3
O=C(NCc1ccc(F)cc1)C1CC(=O)N(C2CCCCC2)C1 (stereo not drawn),-4,0.6,7,-3,nt,0,-11,0.0
CCc1nnc(NC(=O)C2CCCN2C(=O)Nc2ccc(Cl)cc2)s1 (stereo not drawn),-2,4.1,1,5,-10,-1,6,0.0
COc1cccc(CNC(=O)c2ccncc2)c1,21,-2.7,15,7,nt,4,-1,0.0
OC[C@H]1O[C@@H](c2nc(-c3ccc(Br)cc3)no2)C[C@@H]1O,nt,-2.4,-6,8,-78,-3,-150,0.0
COc1ccc(NC(=O)Nc2ccc3c(c2)[C@H]2C[C@H](CC(=O)N4CCc5ccccc5C4)O[C@@H](CO)[C@H]2O3)cc1,19,-1.9,-3,6,7,5,3,0.0
CCOC(=O)N1CCN(C(=O)c2cc3cc(OC)c(OC)cc3[nH]2)CC1,-15,1.0,8,0,5,1,-8,-0.1
Cc1ccccc1OCC(O)Cn1c(=N)n(CCN2CCOCC2)c2ccccc21 (stereo not drawn),25&-7,0.8,0,-2,-7,1,-20,0.0

# Shown with values under each structure: part of the list above
# Every second line gives: ARNT TACC3 PPI, F508del corr, GSIS activator, DENV2 CPE rescue, EWS-Fli block, ERp5 inh, PAX8 inh HTS, Xi reactivation
- COc1ccc(NC(=O)Nc2ccc3c(c2)[C@H]2C[C@H](CC(=O)N4CCc5ccccc5C4)O[C@@H](CO)[C@H]2O3)cc1
  19, -1.9, -3, 6, 7, 5, 3, 0.0
- CCOC(=O)N1CCN(C(=O)c2cc3cc(OC)c(OC)cc3[nH]2)CC1
  -15, 1.0, 8, 0, 5, 1, -8, -0.1

# Molecules above containing a Cl atom, in the order listed:
SMILES,ARNT TACC3 PPI,F508del corr,GSIS activator,DENV2 CPE rescue,EWS-Fli block,ERp5 inh,PAX8 inh HTS,Xi reactivation
O=C1NC(Cc2ccc(O)cc2)c2nc3cc(Cl)ccc3c(=O)n2-c2ncccc21 (stereo not drawn),nt,-0.5,0,-1,-19,-2,11,0.0
CCc1nnc(NC(=O)C2CCCN2C(=O)Nc2ccc(Cl)cc2)s1 (stereo not drawn),-2,4.1,1,5,-10,-1,6,0.0

# Additional compounds follow.
SMILES,ARNT TACC3 PPI,F508del corr,GSIS activator,DENV2 CPE rescue,EWS-Fli block,ERp5 inh,PAX8 inh HTS,Xi reactivation
CC(C)(C)N1C(=O)c2ccccc2NC(=O)C1C(=O)Nc1ccc(N2CCOCC2)cc1 (stereo not drawn),nt,1.0,21,-2,-3,-2,13,0.2
COc1ccccc1-c1ccc2c(c1)O[C@H](CN(C)C(=O)c1ccccc1)[C@H](C)CN([C@@H](C)CO)S2(=O)=O,5,nt,-32,0,-1,-6,-3,-1.3
COc1ccc(C(=O)NNC(=O)c2snnc2C)cc1,2,-1.8,20,0,-1,1,3,0.0
COc1ccc(S(=O)(=O)N2CCOCC2)cc1NC(=O)Cc1ccc2c(c1)OCCO2,nt,0.8,nt,6,13,-3,-11,0.0
O=C(NCc1ccccc1)[C@@H]1CCCN1C(=O)[C@H]1CCCN1C(=O)c1c(F)cccc1F,nt,3.2,nt,nt,-12,1,-38,-0.1
O=C(O)CC(NC(=O)CCc1ccccc1)c1ccc(Cl)cc1 (stereo not drawn),-8,2.1,9,3,9,0,3,0.0
Cc1nn(S(=O)(=O)c2ccc(F)cc2)c(C)c1S(=O)(=O)N1CCOCC1,-9,-1.5,9,-2,7,8,-19,0.3
COCC(=O)N(C)C[C@@H]1Oc2ncc(Br)cc2C(=O)N([C@@H](C)CO)C[C@@H]1C,nt,-2.2,-15,nt,-13,nt,-15,-0.1
C[C@H](c1ccccc1)N1C[C@H](COCc2ccccc2)Oc2cc(N3CC[C@H](N(C)C)C3)ccc2S1(=O)=O,nt,0.6,-10,11,20,4,22,0.1
O=C(NC(Cc1ccccc1)C(=O)O)C1CCN(S(=O)(=O)c2cccc(C(F)(F)F)c2)CC1 (stereo not drawn),1,1.8,-7,-1,-2,-1,10,0.3
N#Cc1ccc(-c2ccc([C@@H]3[C@H]4CNCC(=O)N4[C@H]3CO)cc2)cc1,nt,-1.8,11,-6,-5,2,4,0.0
O=C(NCc1ccc(-c2nc3ccccc3s2)cc1)c1ccco1,2,2.0,5,-3,-17,-3,-78,-0.1
